# High-throughput results as filed in PubChem BioAssay.
# Wnt act – activators of Wnt/beta-catenin signaling; Wnt/beta-catenin reporter cell assay, activator, plate reader; activation, % at 9.35 µM; AID 743398; 1.2% of 300,000 active; in the data active means activation above about 30%, passing the limit was not always enough;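 further: 0% = neutral control wells and 100% = positive control wells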
# V-ATPase pH – alters yeast V-ATPase proton transport; S. cerevisiae, pHLuorin cytosolic pH fluorescence; response, % at 10 µM; 0.37% of 350,000 active; in the data active means response mostly above about 7.3%, no sharp cut-off; inactive means mostly below about 5.4%; further: actives read high; inactives centre near 0; some compounds called inactive have numbers as strong as hits; reference of the scale not given here
# NSD2 inh – blocks human histone methyltransferase NSD2. O96028. AID 743445. inhibition, % at 12.5 µM. 0.54% of 310,000 active. NSD2 peptide methylation, AlphaScreen, 120 min; in the data active means inhibition above about 50%
# * = called active by the depositor. These rows are one share of the data; the hit share may differ from the screen's.
SMILES,Wnt act,V-ATPase pH,NSD2 inh
CCOC(=O)c1ccc(S(=O)(=O)N2CCC(C(=O)NCC3COc4ccccc4O3)CC2)cc1 (centres undefined),0,-1,1
COc1ccccc1C(=O)Nc1nc(C)cc(C)n1,4,2,-3
COC1=C(Br)C(=O)c2nc(C)ccc2C1=O,-1,5,186*
Cc1ccccc1-c1nc(S(=O)(=O)c2ccccc2)c(NCCN2CCOCC2)o1,-19,-2,1
O=C(O)CC1c2ccccc2CCN1S(=O)(=O)c1ccccc1 (centres undefined),1,0,0
C/C(NCCc1ccc(O)cc1)=C1/CCOC1=O,7,3,1
O=C(O)c1sccc1S(=O)(=O)N1CCCCC1,-1,2,2
O=C(NCCc1ccccc1C(F)(F)F)c1cc(COc2ccccc2)on1,0,-1,-1
O=C1CSC(=S)N1N=Cc1c(F)cccc1Cl,-4,1,-2
Cn1cc(/C=N/NC(=O)c2cc3cc(Br)ccc3o2)c2ccccc21,0,-4,22
Cc1cccc(-c2n[nH]c(=S)n2/N=C/c2cccs2)c1,2,0,8
COC(=O)C1=C(C)N(c2ccc(OC)cc2)C(C)=C(C(=O)OC)C1c1ccc(OC)cc1,0,-3,4
Cc1cnc(C2OCCO2)c2cccc(N)c12,5,3,156*
CCN(CC)CCn1c(/N=C/c2ccc(OC)c(OC)c2)nc2ccccc21,23,-3,21
Cc1nc2nc(C(F)(F)F)[nH]c2nc1C,0,-2,0
Cc1cccnc1NS(=O)(=O)c1ccccc1,-4,-1,-7
O=C(NCc1ccccc1CN1CCCC1)c1ccc(S(=O)(=O)Nc2ccccc2)cc1,-1,0,-1
O=C(Nc1ccc(F)cc1F)c1c(C(F)(F)F)ccnc1Oc1ccccc1,3,-2,-4
O=C1N=c2ccccc2=C1c1sc(=O)[nH]c1O,0,-3,-1
O=C1C=C(CCc2ccccc2)CCC1,-4,2,-4
CCCCCNC(=O)c1ccc(NC(=O)CC2SC(N3CCCC3)=NC2=O)cc1 (centres undefined),-1,-2,-1
NS(=O)(=O)c1cc(Br)c2c(c1)S(=O)(=O)NCN2,0,-3,-3
COc1ccc2c(c1)CCC1(C)CC(=O)C=C21 (centres undefined),-3,-4,-1
C=C(C)Cc1c(C)c(C#N)c2nc3ccccc3n2c1NCCCN(C)C,1,-1,0
O=C1CS/C(=N/N=C\c2ccn[nH]2)N1,0,0,-3
COC(=O)/C(=C/c1cn(C(C)=O)c2ccccc12)[N+](=O)[O-],-1,6,2
O=C(NC(=S)Nc1c(Cl)cc(Cl)cc1Cl)c1ccccc1,6,-3,0
CCc1cccc(NC(=O)COC(=O)c2c(C)nn(-c3ccccc3)c2C)c1,-1,0,10
CC(C)=C(c1ccc(Cl)cc1)c1c(N)ncnc1N,-4,-2,-1
O=C(O)C1CCN(S(=O)(=O)c2ccc3[nH]ccc3c2)CC1,2,-2,-1

# Laid out differently: entries from further up
> C=C(C)Cc1c(C)c(C#N)c2nc3ccccc3n2c1NCCCN(C)C
  Wnt act: 1; V-ATPase pH: -1; NSD2 inh: 0

> CCCCCNC(=O)c1ccc(NC(=O)CC2SC(N3CCCC3)=NC2=O)cc1 (centres undefined)
  Wnt act: -1; V-ATPase pH: -2; NSD2 inh: -1

> CC(C)=C(c1ccc(Cl)cc1)c1c(N)ncnc1N
  Wnt act: -4; V-ATPase pH: -2; NSD2 inh: -1

> COC(=O)/C(=C/c1cn(C(C)=O)c2ccccc12)[N+](=O)[O-]
  Wnt act: -1; V-ATPase pH: 6; NSD2 inh: 2

# The listing continues.
SMILES,Wnt act,V-ATPase pH,NSD2 inh
CCOC(=O)c1ccc(NC(=O)Nc2nc3ccccc3s2)cc1,-2,-2,2
COc1cc(N(C(C)=O)c2ccc(O)c(C(=O)O)c2)c2ncccc2c1,1,0,86*
CC(=O)c1c(C)[nH]c(C(=O)OCC(=O)N2CCN(c3ccccc3)CC2)c1C,0,-4,0
c1ccc(-c2nnc3oc(-c4cccs4)nn23)cc1,-1,-1,-1
CCn1c(C)cc(C(=O)CSc2nnc(C3CC3)n2C2CC2)c1C,-1,-4,5
COc1ccccc1Nc1nc(NCc2ccco2)nc(N)c1[N+](=O)[O-],0,2,0
COc1ccc(Cn2cnc3c4cc(F)ccc4n(C)c3c2=O)cc1,-9,0,1
O=C(CCOc1ccccc1)N1CCCC(Nc2ccccc2)C1 (centres undefined),1,0,2
CCN(CC)C(=O)Cn1cc(SCC(=O)NC2CCCCC2)c2ccccc21,-2,3,-2
O=C(COC(=O)c1ccc2c(c1)OCCO2)Nc1ccccc1C(F)(F)F,-1,1,0
O=[N+]([O-])c1ccc(C=CC=Cc2ccccc2)cc1,0,0,-4
Cc1cc(OCC(=O)OC(C)C(=O)NC2CC2)c(C(C)C)cc1Cl (centres undefined),-3,0,-1
COc1ccc(S(=O)(=O)N2CCC(C(=O)NCCc3ccc(OC)c(OC)c3)CC2)cc1,-4,1,0
O=C(NNC(=S)Nc1ccc(F)cc1)C1[C@H]2CCCC[C@@H]12 (some centres undefined),6,-2,1
COc1ccc(S(=O)(=O)N2CCC(C(=O)N[C@@H](C)C(=O)NCc3ccco3)CC2)cc1,5,2,-1
O=C(O)c1ccc(NC(=O)C2CCN(S(=O)(=O)c3ccc4c(c3)OCCO4)CC2)cc1,-6,-1,2
CCn1ncc(CN2CCC(n3nccc3NC(=O)c3ccccc3Cl)CC2)c1C,2,2,-10
CCCCCCCCCC1NC(C(=O)O)Cc2c1[nH]c1ccccc21 (centres undefined),-7,1,6
CC(S(=O)(=O)c1ccccc1)S(=O)(=O)c1ccccc1,1,-2,2
CC1(C)CC(=O)C=C(C(=O)N2CCCC(C(=O)c3cc(F)ccc3F)C2)O1 (centres undefined),-3,-4,0
CC1(C(=O)NNC(=O)c2cccc([N+](=O)[O-])c2)CC1Br (centres undefined),-2,2,-1
CCC(c1ccccc1)c1noc(CCN(CC)CC)n1 (centres undefined),0,2,-1
O=C(O)COc1ccc(NC(=O)c2ccc3c(c2)C(=O)N(CC2CCCO2)C3=O)cc1 (centres undefined),0,1,0
C=CCN1CN(CCc2ccccc2)CNC1=S,7,-3,1
COc1ccc(-c2cc(C(=O)N3CCCCCC3)c3ccccc3n2)cc1OC,0,2,-6
CCOC(=O)C1(C)C(=O)CC2c3nc4ccccc4cc3CN2C1=O (centres undefined),-3,-1,1
CN(Cc1ccccc1)C(=O)CCC1CCN(C(=O)c2ccco2)CC1,-4,0,-2
Cc1cc(C)c(C)c(S(=O)(=O)N2CCN(C(=O)c3ccco3)CC2)c1C,-2,3,0
COc1ccc2oc(=O)cc(CN3CCN(Cc4ccccc4)CC3)c2c1,-1,-2,2
O=C1CS/C(=N/N=C/c2cccs2)N1Cc1ccc(F)cc1,-1,-3,-2

# Shown as a hit in NSD2 inh, of those listed so far:
SMILES,Wnt act,V-ATPase pH,NSD2 inh
COC1=C(Br)C(=O)c2nc(C)ccc2C1=O,-1,5,186*
Cc1cnc(C2OCCO2)c2cccc(N)c12,5,3,156*
COc1cc(N(C(C)=O)c2ccc(O)c(C(=O)O)c2)c2ncccc2c1,1,0,86*

# Next part:
SMILES,Wnt act,V-ATPase pH,NSD2 inh
COc1cccc(-c2nnc(NC(=O)CCS(=O)(=O)c3ccc(F)cc3)o2)c1,1,0,-1
N#Cc1ccc(CN(Nc2ccccc2)c2ccccc2)cc1,0,1,-1
CCCc1cc(=O)[nH]c(SC/C=C/c2ccccc2)n1,2,-1,-1
O=C(NNc1ccccc1)OCc1ccccc1,-2,2,-1
Cc1ccccc1Nc1ncnc2c1cnn2Cc1ccccc1,-1,0,-1
COC(=O)c1cc(S(=O)(=O)NCC(C)c2ccccc2)c[nH]1 (centres undefined),-3,4,0
Cc1ccc(CN2CC(C(=O)Nc3nc(C)cs3)CC2=O)cc1 (centres undefined),0,-1,0
COc1ccccc1C(=O)NNC(=O)c1ccc2ccccc2c1O,-3,2,5
Cc1nc2c(-c3ccccc3)c(C)nn2c(SCC(N)=O)c1Cc1ccccc1,3,-3,0
CCN(CC)CCNc1c(C)cc(CO)c(Cl)c1C,-3,6,34
O=[N+]([O-])c1cccc(-c2csc(CS(=O)(=O)Cc3ccco3)n2)c1,0,-1,1
O=c1ccn2c(n1)SC(c1ccccc1)C2 (centres undefined),-3,3,-1
CCN(CC)C(=N)/C(C#N)=N/Nc1ccccc1,24,-2,6
COC(=O)C1(C)CCCC2(C)C1CCC13OCC(CC21)C(O)(C(C)C)C3O (centres undefined),-1,1,-2
Cc1cc(C)c(SSc2nnnn2-c2ccccc2)c(C)c1,-4,5,0
COC(=O)c1ccc(NC(=O)CN2CCC(NC(=O)c3ccccc3F)CC2)cc1,3,-1,1
O=C(c1ccccc1)C1CC1c1ccccc1 (centres undefined),-4,-3,-3
COC(=O)c1sccc1NC(=O)c1c(F)c(F)c(F)c(F)c1F,-1,-2,-2
CC(=O)N1N=C(N)SC1c1ccc(Cl)c(Cl)c1 (centres undefined),-3,5,-1
CCc1ccccc1NC(=O)CNC(=O)c1ccc(S(=O)(=O)NCc2ccco2)cc1,-1,-2,2
O=C1C(N2CCOCC2)=Cc2cccc3cccc1c23,0,0,16
Cc1ccc(S(=O)(=O)NN=Cc2ccccc2Cl)cc1,34*,1,3
COc1ccc(NC(=O)C2CC(=O)N(c3ccccc3F)C2)cc1S(=O)(=O)N1CCCCC1 (centres undefined),-6,1,1
COC(=O)c1ccc(C(=O)OC)c(NC(=O)Cc2cccs2)c1,-2,-3,-1
CCOC(=O)C(C#N)C(=N)C1C(=O)OC2CCCCC21 (centres undefined),0,-1,-6
N#Cc1cnc2nc1NCCCCCCC2,-3,0,-3
C/C(=N/NS(=O)(=O)c1ccc(Br)cc1)c1cccc(NC(=O)C2CC2)c1,-1,1,6
Cc1[nH]c(=O)[nH]c(=O)c1C=CC(=O)NC(CO)CS(=O)Cc1ccccc1 (centres undefined),1,-1,5
O=C(O)CN1C(=O)C2C3CCC(C3)C2C1=O (centres undefined),0,1,0
CCN(CC(=O)Nc1ccccc1C(F)(F)F)C(=O)c1ccc(NC(=O)c2cccs2)cc1,0,0,-2
COc1ccc(-c2ccc3c(N)c(C(=O)NC(C)C)sc3n2)cc1OC,5,1,-10
CCOc1ccccc1N1CN(C2CCCCC2)CNC1=S,1,-6,23
NS(=O)(=O)c1ccc(CCNC(=O)CCc2ccccc2)cc1,-2,-3,-1
O=S1(=O)CCN(Cc2cccnc2)CC1,-4,1,-1
CCOC(=O)C1(c2ccccc2)SC(C(=O)OCC)(c2ccccc2)S1 (centres undefined),0,2,-2
COc1ccc(S(=O)(=O)N2CCCCCC2)cc1NC(=O)CCNC(=O)c1ccccc1Cl,-2,-2,0
COc1ccc(NC(=O)CN(C)C(=O)c2cc(C)oc2C)cc1,0,-1,-1
CCCn1c(=S)[nH]c2cc(C(=O)N3CCN(C)CC3)ccc2c1=O,-3,1,2
COC(=O)c1c(C)[nH]c(C(=O)OC(C)C(=O)NC2CCCCC2C)c1C (centres undefined),-1,-2,-1
CCN(CC)C(=O)C1(P(=O)(c2ccccc2)c2ccccc2)CCC1,-1,1,0
CC(C)(C)c1ccc(C(=O)Oc2ccccc2CCC(=O)O)cc1,0,3,-2
NNC(=O)CSCc1nc(-c2ccc(Cl)cc2)cs1,11,1,1
COc1cccc2cc(-c3ccccc3)oc12,23,-1,1
c1ccc2c(Nc3nc(-c4ccncc4)nc4ccccc34)cccc2c1,4,-1,-2
COc1ccccc1NC(=O)C1CCOC1=O (centres undefined),-1,-5,0
O=C(O)c1ccc(C(S(=O)(=O)c2ccccc2)S(=O)(=O)c2ccccc2)cc1,0,1,-3
NC(=O)c1c(/N=C/c2cccs2)sc2c1CCCC2,9,0,1
Cc1cccc(NC(=O)CSCC(=O)Nc2cc(C(F)(F)F)ccc2N2CCOCC2)c1,-2,-1,-2
CCOC(=O)c1cc(OCC)c2c(ccc3cc(OC)ccc32)n1,-2,1,2
COC(=O)CCCCCCCCC(O)C[N+]1(C)CCOCC1 (centres undefined),4,-3,1
# (next part)
SMILES,Wnt act,V-ATPase pH,NSD2 inh
O=C(CSc1n[nH]c(=O)n1C1CC1)c1ccc(F)cc1,-3,6,41
Cc1c(Cl)cccc1NC(=S)NC(=O)c1ccccc1,0,3,0
Cc1ccc(NC(=O)c2ccc(OCC3CCCO3)cc2)cc1Cl (centres undefined),42*,1,1
COc1ccc(S(=O)(=O)N(C)C)cc1NC(=O)COC(=O)c1n[nH]c2ccccc12,-4,-1,1
COc1ccccc1CCC(=O)NNC(=O)Cn1nc(C)cc1C,-2,3,-2
O=[N+]([O-])c1cccnc1Sc1ccc(F)cc1,2,-1,0
CC1(C(=O)NNC(=O)c2ccc(=O)oc2)CC1Br (centres undefined),-1,0,7
COc1ccccc1-n1c(SCC(=O)Nc2ccc(Cl)cc2)nc(O)c(Cc2ccccc2)c1=O,-4,-3,5
O=C(N/N=C/c1ccc([N+](=O)[O-])cc1)c1cccs1,38*,-5,-2
Cc1ccc(Oc2ncccc2NC(=O)CCCC(=O)O)c2c1CCC2,-1,-1,-1

# Profiles, quoted from the list. Order of screens: Wnt act	V-ATPase pH	NSD2 inh
# Cc1c(Cl)cccc1NC(=S)NC(=O)c1ccccc1 reads 0	3	0
# COc1ccc2c(c1)CCC1(C)CC(=O)C=C21 (centres undefined) reads -3	-4	-1

# Additional structures follow.
SMILES,Wnt act,V-ATPase pH,NSD2 inh
Cc1ccccc1Nc1nc(Cl)nc(NC(C)(C)C)n1,-1,4,0
O=C(CSc1nnc(Cc2ccsc2)o1)c1ccccc1,19,4,1
Cc1ccc2c(C)c(C(=O)N3CCC(C(N)=O)(N4CCCCC4)CC3)oc2c1C,3,0,2
Cc1ccc(SCc2c(C(=O)N/N=C/c3cccs3)nnn2-c2nonc2N)cc1,3,0,2
Cc1cc(C)n2nc(Sc3ncccc3[N+](=O)[O-])nc2n1,4,-2,0
Cc1ccc(SCC(=O)Nc2nncs2)cc1,-1,-1,0
